eLon inh – inhibitors of E. coli Lon protease, primary screen, biochemical, fluorescence polarization | P0A9M0 | purified E. coli Lon protease | inhibition, % at 7.94 µM | 360,000 compounds, 0.42% hits | AID 602123, 2011; in the data active = inhibition above about 13%, passing the limit was not always enough;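 note: 0% = enzyme with probe and DMSO and 100% = no enzyme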
FAS TE block – FAS thioesterase domain inhibitors, primary screen, biochemical, fluorescence intensity, uHTS; recombinant FAS-TE, OMFH fluorogenic substrate, fluorescence endpoint; inhibition, % at 15 µM; 360,000 compounds, 0.67% hits; AID 602261, 2012;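 active = compounds whose normalised, plate-corrected inhibition of enzyme fluorescence in the single-dose primary screen is 50% or more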;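 note: 0% = DMSO with enzyme and 100% = substrate without enzyme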
CSN deneddyl inh – inhibitors of CSN-mediated cullin deneddylation, primary screen, biochemical, fluorescence polarization, uHTS | inhibition, % at 12.5 µM | 360,000 compounds, 0.38% hits | Purified CSN, SCF-Nedd8-OG deneddylation | AID 651999, 2013;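 active = pattern-corrected inhibition above about 35%, with an unprinted fluorescence ratio check between 0.5 and 1.5, limit read from the data, passing the limit was not always enough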;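 note: 0% = enzyme with substrate and 100% = substrate without enzyme; some results filed as inactive read as strong as hits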
Target sequence (Q92905 whole entry, looked up, one chain of several): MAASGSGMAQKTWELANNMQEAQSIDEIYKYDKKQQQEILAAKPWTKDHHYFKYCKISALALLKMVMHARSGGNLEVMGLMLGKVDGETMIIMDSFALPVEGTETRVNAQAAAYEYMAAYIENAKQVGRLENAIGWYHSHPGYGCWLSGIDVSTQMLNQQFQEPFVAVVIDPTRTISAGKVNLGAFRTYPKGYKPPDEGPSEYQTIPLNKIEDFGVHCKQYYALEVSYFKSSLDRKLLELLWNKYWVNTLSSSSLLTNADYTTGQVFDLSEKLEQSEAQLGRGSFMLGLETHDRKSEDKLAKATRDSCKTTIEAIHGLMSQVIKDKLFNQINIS
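test system = HEK293T-derived human Csn5 enzyme | amount = 0.24 nM Csn5 enzyme, final concentration | medium = Tris/NaCl/DTT buffer, pH 7.5 | schedule = 90 min reaction at room temperature | signal = FP | evaluation = inhibition of Csn5 cleavage, % | compound dosing = single dose of 12.5 µM compound with 0.25% DMSO | probe or stimulus = 10 nM SCFSkp2-Nedd8OG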
MsrA act – bovine MsrA enzyme activators, primary screen, biochemical, absorbance, HTS | 360,000 compounds, 0.3% hits | AID 602163, 2012 | activation, % at 10.6 µM | purified bovine MsrA, absorbance read-out | Methionine sulfoxide reductase A (Bos taurus); in the data active = activation above about 7.5%;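 note: 0% = vehicle and 100% = reference activator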
Rin1-Abl PPI inh – inhibitors of Rin1-Abl protein binding, primary screen, biochemical, TR-FRET; inhibition, % at 7.35 µM; Tyrosine-protein kinase ABL1 (Homo sapiens) + Ras and Rab interactor 1 (Homo sapiens), …; 360,000 compounds, 0.4% hits; in the data active = inhibition above about 5%, passing the limit was not always enough
MsrA inh – bovine MsrA enzyme inhibitors, primary screen, biochemical, absorbance, HTS | Methionine sulfoxide reductase A (Bos taurus) | purified bovine MsrA, absorbance read-out | inhibition, % at 15.5 µM | 360,000 compounds, 0.75% hits | AID 651718, 2012; in the data active = inhibition above about 4.5%;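 note: 0% = vehicle wells with enzyme and 100% = reference inhibitor wells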
Tb MetRS inh – T. brucei MetRS inhibitors, primary screen, biochemical, luminescence. 360,000 compounds, 0.4% hits. inhibition, % at 11.9 µM. purified T. brucei MetRS, ATP depletion, Kinase-Glo luminescence. methionyl-tRNA synthetase (Trypanosoma brucei brucei). AID 624268, 2012;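 active = inhibition above a per-plate cutoff of the control wells' mean inhibition plus 3 SD, cut at about 5.5% in these data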;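 note: 0% = DMSO wells median and 100% = median of wells with control inhibitor compound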
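Test system – parasite MetRS enzyme · Reagent – substrates ATP, L-methionine and bulk Escherichia coli tRNA · Doses – 11.9 µM compound single dose, 0.9% DMSO · Times – 15 min enzyme-compound preincubation, 2 h reaction, 10 min detection, 25 °C · Signal – Kinase-Glo luminescence, ATP depletion format · Controls – DMSO-only wells as low control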
PABP1 MLLE inh – inhibitors of PABP1 MLLE–PAM2 peptide binding, primary screen, biochemical, fluorescence polarization, FITC-PAM2, GST-MLLE; Polyadenylate-binding protein 1 (Homo sapiens), P11940; inhibition, % at 20 µM; 360,000 compounds, 0.36% hits; AID 588489, 2011; in the data active = inhibition above about 35%, passing the limit was not always enough;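 note: plate controls were DMSO wells with GST-MLLE for no effect and wells lacking GST-MLLE protein for full effect; some results filed as inactive read as strong as hits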
Target sequence (P11940 whole entry, looked up): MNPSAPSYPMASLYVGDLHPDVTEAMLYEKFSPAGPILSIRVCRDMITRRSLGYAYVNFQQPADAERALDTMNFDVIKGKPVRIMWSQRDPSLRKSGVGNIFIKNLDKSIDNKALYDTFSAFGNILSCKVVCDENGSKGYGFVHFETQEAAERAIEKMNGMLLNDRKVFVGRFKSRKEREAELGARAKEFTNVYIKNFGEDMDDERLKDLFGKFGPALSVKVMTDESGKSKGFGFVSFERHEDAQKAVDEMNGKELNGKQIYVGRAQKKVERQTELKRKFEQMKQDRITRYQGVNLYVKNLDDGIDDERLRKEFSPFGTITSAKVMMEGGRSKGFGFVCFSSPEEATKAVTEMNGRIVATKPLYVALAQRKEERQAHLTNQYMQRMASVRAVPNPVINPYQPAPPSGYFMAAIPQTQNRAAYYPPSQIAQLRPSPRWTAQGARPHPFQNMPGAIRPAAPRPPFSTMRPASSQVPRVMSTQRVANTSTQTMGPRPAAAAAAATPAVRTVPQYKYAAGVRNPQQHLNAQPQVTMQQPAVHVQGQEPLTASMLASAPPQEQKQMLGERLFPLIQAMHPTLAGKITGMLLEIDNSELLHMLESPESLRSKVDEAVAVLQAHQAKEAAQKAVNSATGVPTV
Neddylation inh – inhibitors of cullin neddylation, primary screen, biochemical, TR-FRET, uHTS, NAE and Ubc12; AID 651699, 2012; calls only at 25 µM; NEDD8-conjugating enzyme Ubc12 (Homo sapiens) + NEDD8-activating enzyme E1 regulatory …; 360,000 compounds, 0.58% hits; in the data active = inhibition above about 36%
* = called active by the depositor; i = inactive; · = no result given; + = active, no number. Random draw from the library; overall some 4% were active at least once.

SMILES	eLon inh	FAS TE block	CSN deneddyl inh	MsrA act	Rin1-Abl PPI inh	MsrA inh	Tb MetRS inh	PABP1 MLLE inh	Neddylation inh
CN(C)c1ccc(CN2CCCC(O)C2)cc1 (stereo not drawn)	-5	-8	-6	-2	5	-0.8	-0.5	-2	i
Nc1nc(SCc2nc(-c3ccccc3)no2)[nH]c(=O)c1-c1ccccc1	0	-7	-3	-14	7	-1.1	-0.3	5	i
CN(C)S(=O)(=O)N1CCC(Cc2ccccc2)CC1	-8	0	-1	-2	0	1.4	-0.4	0	i
COCCN1C(=O)CN(S(C)(=O)=O)CC1(C)C(=O)Nc1c(C)cccc1C (stereo not drawn)	·	·	-5	·	·	-0.9	-0.4	·	i
Cc1cc(/C=N/NC(=O)c2cccs2)c(C)n1-c1ccccc1	2	-1	9	-2	-3	1.8	0.0	-21	+
CCN(CC)CCN(C(=O)Cn1nnc(-c2ccc(C)o2)n1)C(C(=O)NC(C)(C)C)c1cccs1 (stereo not drawn)	-7	-2	-3	-4	1	1.1	-0.3	-15	i
COc1cc(NC(=O)c2ccco2)c(C(=O)OCC(=O)Nc2ncc(Cl)cc2Cl)cc1OC	-4	-8	4	-2	1	-0.8	-0.3	-6	i
CCC(Sc1nc2ccccc2c(=O)n1CCN1CCOCC1)C(=O)NCc1cccnc1 (stereo not drawn)	-5	-6	-5	1	2	0.6	-0.6	18	i
COc1cc(C(=O)N2CCN(c3ccccc3)CC2)c([N+](=O)[O-])cc1OC	-3	-3	1	-4	2	2.1	0.1	5	i
Cc1ccc2c(c1)N(CC(=O)N1CCCC(C)C1)C(=O)CO2 (stereo not drawn)	5	-2	-4	-4	-1	0.4	0.6	-2	i
Nc1cccc2c(=O)c3ccccc3[nH]c12	12	2	-5	1	0	-1.4	-0.4	-51	i
CCCc1cc(=O)oc2cc(O[C@@H]3O[C@H](CO)[C@@H](O)[C@H](O)[C@H]3O)ccc12	-8	-4	1	-2	2	-0.7	0.6	-2	i
O=C(CN1C(=O)NC2(CCCCCC2)C1=O)c1ccccc1	-15	-4	0	-3	-2	0.4	-0.2	-8	i
Cc1ccccc1C(=O)NCCNC(=O)c1cnccn1	7	-4	2	-8	1	-1.6	-0.5	-3	i
COCc1cc(=O)[nH]c(SCCS(=O)(=O)c2ccc(C)cc2)n1	8	-3	-6	-6	-1	1.4	-1.1	10	i

Overlap with the part before: 7 entries, followed by the next part.
SMILES	eLon inh	FAS TE block	CSN deneddyl inh	MsrA act	Rin1-Abl PPI inh	MsrA inh	Tb MetRS inh	PABP1 MLLE inh	Neddylation inh
COc1cc(C(=O)N2CCN(c3ccccc3)CC2)c([N+](=O)[O-])cc1OC	-3	-3	1	-4	2	2.1	0.1	5	i
Cc1ccc2c(c1)N(CC(=O)N1CCCC(C)C1)C(=O)CO2 (stereo not drawn)	5	-2	-4	-4	-1	0.4	0.6	-2	i
Nc1cccc2c(=O)c3ccccc3[nH]c12	12	2	-5	1	0	-1.4	-0.4	-51	i
CCCc1cc(=O)oc2cc(O[C@@H]3O[C@H](CO)[C@@H](O)[C@H](O)[C@H]3O)ccc12	-8	-4	1	-2	2	-0.7	0.6	-2	i
O=C(CN1C(=O)NC2(CCCCCC2)C1=O)c1ccccc1	-15	-4	0	-3	-2	0.4	-0.2	-8	i
Cc1ccccc1C(=O)NCCNC(=O)c1cnccn1	7	-4	2	-8	1	-1.6	-0.5	-3	i
COCc1cc(=O)[nH]c(SCCS(=O)(=O)c2ccc(C)cc2)n1	8	-3	-6	-6	-1	1.4	-1.1	10	i
Cn1c(=O)cc(OCC(=O)NCCCN2CCN(c3cccc(Cl)c3)CC2)c2ccccc21	-7	-1	1	-7	2	0.7	-0.9	-8	i
CCOC(=O)Cc1csc(NC(=O)CC)n1	1	-10	4	-8	2	-0.6	-1.0	0	i
COC(=O)c1sccc1NC(=O)C12CC3CC(CC(C3)C1)C2	8	-2	3	1	2	-0.5	0.3	-1	i
Cc1ccc([N+](=O)[O-])c(OCCN2CCC(Cc3ccccc3)CC2)c1	3	7	-6	-2	3	1.5	-0.3	3	i
CCOC(=O)CC(=O)CSc1nc2c(cc1C#N)CCCCC2	-23	2	6	-4	-5	-0.4	-0.1	10	·
COC(=O)c1ccc(CNC(=O)Cn2cnc3c(OCc4ccccc4)ncnc32)cc1	-5	-5	-5	-3	1	-0.8	-1.2	-6	i
CCOC(=O)CN(C(=O)COc1ccc2c(C)cc(=O)oc2c1)c1ccc(OCC)cc1	-6	16	1	-2	-2	-1.9	-0.6	7	i
Cc1ccc(NC(=O)COC(=O)C2CCC2)cc1S(=O)(=O)N1CCOCC1	-4	1	-3	-2	-1	-0.8	0.2	3	i
CC(C)NC(=O)C1(C)CSCC(=O)N1Cc1cccs1 (stereo not drawn)	·	·	-1	·	·	0.2	-0.6	·	i
COc1ccc(NC(=O)c2oc3ccccc3c2NC(=O)COc2ccccc2OC)c(OC)c1	-6	4	3	-4	-1	-0.1	-0.2	-15	i
CCCCN1CC(O)=C(c2nc3ccccc3s2)C1=N	-4	-5	4	-4	0	2.8	-0.1	-7	i
Cc1csc(NC(=O)c2cccnc2)n1	1	-6	2	-12	-2	1.9	-1.3	0	i
Cc1ccccc1-n1nnnc1SCCCC(=O)c1ccc(F)cc1	7	19	-2	-5	-1	0.3	-0.8	-4	i
COc1ccc(Br)cc1/C=N/n1c(-c2ccccc2)n[nH]c1=S	4	-2	-3	-3	0	-0.4	-0.8	-81	i
CC1(C(=O)N2CCC(CC3CC(c4cccc(Br)c4)=NO3)(C(=O)NCC3CCCCC3)CC2)CC1 (stereo not drawn)	5	31	-5	0	-1	-0.1	-0.3	7	i
C[C@@H]1COC(=O)[C@@H](Cc2ccc(F)cc2)C/C=C\C[C@H](CC(=O)N(CCO)Cc2ccccc2)C(=O)N1	-2	-7	-4	0	-5	1.0	0.2	-10	i
Cc1cc(C)cc(NC(=O)C(c2ccccc2)N2CCCC2)c1 (stereo not drawn)	-4	0	-7	-3	0	0.1	-0.2	14	i
Cn1c(N)c(C(=O)c2cc(-c3ccccc3)nc3ccccc23)c(=O)n(C)c1=O	1	-1	-1	-5	2	0.3	-0.8	5	i
Cc1ccc(S(=O)(=O)/C(C#N)=C/c2c(N3CCCCC3)nc3ccccn3c2=O)cc1	-7	62*	0	-2	-2	0.4	1.2	3	i
N#Cc1c(F)cccc1NCc1cccnc1	-4	0	6	-2	2	0.9	-0.9	1	i
C/C(N)=C(/C#N)C(=O)COC(=O)Cc1coc2ccc3ccccc3c12	-1	14	-2	-3	3	0.1	-1.0	-1	i
COc1ccccc1CNC(=O)CCCN1C(=O)COc2ccc(C)cc21	-5	-4	0	0	-1	-0.7	0.4	-2	i
CC(C)CNS(=O)(=O)c1ccc(CCC(=O)Nc2ccc3c(c2)OCO3)cc1	-3	-9	-1	-3	-4	-1.1	0.2	-8	i
COc1ccc2[nH]c3nc(SCc4nnc(-c5ccccc5)o4)nnc3c2c1	-5	-20	2	7	0	-0.5	0.4	2	i
CCCCn1c(-c2csc3ccccc23)n[nH]c1=S	-5	0	-3	-2	1	-2.0	-0.3	-36	i
COc1ccc(/C=C/C(=O)OCc2cc(=O)n3c(n2)sc2ccccc23)cc1	-4	20	7	-8	1	1.8	-1.2	17	i
CC(C(=O)N1CCc2ccccc21)N1CCN(Cc2ccccc2)CC1 (stereo not drawn)	-12	-1	-1	-11	-3	0.6	-1.7	-2	i
Cc1cccc(N2CCN(C(C(=O)NCc3ccccc3)c3ccc(F)cc3)CC2)c1C (stereo not drawn)	·	·	-1	·	·	-1.1	-0.8	·	i
Cc1ccc(NC(=O)CN(C)CC(=O)Nc2cccc(F)c2)cc1S(=O)(=O)N1CCCCCC1	-2	34	2	0	-1	1.8	-0.1	-9	i
COc1ccc(CCNC(=O)C(C)c2ccc([N+](=O)[O-])cc2)cc1 (stereo not drawn)	-7	13	-1	-9	-1	-0.6	-0.8	-6	i
O=C(Nc1ccc(Cl)cc1)Nc1nnc(-c2ccncc2)s1	3	1	24	-6	0	-1.7	0.3	0	i
COc1cccc(OCCc2c(C)n[nH]c2C)c1	-2	-9	2	-2	1	-0.3	-0.2	2	i
Cc1ccc(-n2ncc3c2CCCC3NC(=O)c2csnn2)cc1C (stereo not drawn)	-12	2	2	-2	0	0.4	0.1	-6	i
Cc1ccc(Nc2nc(Cl)nc(NC(C)(C)C)n2)cc1	7	16	2	-1	-3	-0.9	-0.3	3	i
O=C(NNC1=NS(=O)(=O)c2ccccc21)c1ccc(Cl)cc1	-4	-5	5	-9	2	2.9	-0.6	6	i
CCOC(=O)N1N=C(c2ccc(C)cc2)CC1(O)C(F)(F)F (stereo not drawn)	-6	-8	5	2	1	-0.7	-0.2	0	i
COc1ccccc1CNCc1cc(=O)oc2c(C)c(C)ccc12	-4	9	2	-2	2	1.0	-0.5	-13	i
CCn1c(SCC(=O)Nc2ccc(C(=O)OC)cc2)nnc1-c1cccs1	-9	1	1	1	4	0.8	0.6	6	i
CC[N+](CC)(CC(=O)Nc1c(C)cccc1C)Cc1ccccc1	1	3	-1	-1	-3	-1.8	-0.2	8	i

In a second layout: entries from further up
Below each SMILES: eLon inh, FAS TE block, CSN deneddyl inh, MsrA act, Rin1-Abl PPI inh, MsrA inh, Tb MetRS inh, PABP1 MLLE inh, Neddylation inh
> COc1ccccc1CNCc1cc(=O)oc2c(C)c(C)ccc12
    -4, 9, 2, -2, 2, 1.0, -0.5, -13, i
> CCn1c(SCC(=O)Nc2ccc(C(=O)OC)cc2)nnc1-c1cccs1
    -9, 1, 1, 1, 4, 0.8, 0.6, 6, i
